# Assay outcomes (PubChem BioAssay)
# AmpC no deterg: AmpC beta-lactamase inhibition without detergent. AmpC nitrocefin hydrolysis, absorbance 480 nm, 0.0001% Triton. Potency, µM (titrated, usually from 57.1 µM), for the others: top-dose activity change, negative = inhibition, most hits filed as inhibitors. 330,000 compounds, 0.52% hits;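 further: potency means the concentration at half of the fitted maximal effect; plate controls were no compound for no effect and no enzyme for full effect; nearly all actives have a fitted effect of over 20% in size; some results filed as inactive show a strong effect at the top dose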
# Target sequence (P00811 whole entry, looked up): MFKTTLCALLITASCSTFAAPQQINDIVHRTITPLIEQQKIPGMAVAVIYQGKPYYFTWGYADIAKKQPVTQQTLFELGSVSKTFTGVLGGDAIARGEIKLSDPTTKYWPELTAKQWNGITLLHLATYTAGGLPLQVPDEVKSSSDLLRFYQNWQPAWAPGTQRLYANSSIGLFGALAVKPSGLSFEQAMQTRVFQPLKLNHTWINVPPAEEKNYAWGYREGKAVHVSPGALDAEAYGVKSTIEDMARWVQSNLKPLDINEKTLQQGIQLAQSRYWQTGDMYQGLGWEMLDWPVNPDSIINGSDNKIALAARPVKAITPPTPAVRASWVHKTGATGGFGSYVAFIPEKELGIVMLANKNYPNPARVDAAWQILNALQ
#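 AmpC (5.3 nM in the dispensed reagent) in 20 mM phosphate pH 7.0 with 0.01% (detergent screen) or 0.0001% Triton X-100 was preincubated with compounds for 15 min at room temperature. Nitrocefin was then added from an 800 uM solution, and hydrolysis was followed at 480 nm.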
# AMA1-RON2 inh: disrupts binding of P. falciparum AMA1 to RON2. Potency, µM (doses to about 58.2 µM), for inactives: at the highest dose activity change, negative = inhibition, actives largely listed as inhibitors. 360,000 compounds, 0.2% hits. AlphaScreen AMA1-biotinylated RON2 peptide binding;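 further: potency means the concentration at half of the fitted maximal effect; 0% = vehicle wells and -100% = peptide control; nearly all actives have a fitted effect of over 45% in size; some results filed as inactive show a strong effect at the top dose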
#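 AMA1 (3D7) with his tag at 25 nM final met compounds first, then biotinylated RON2 peptide at 25 nM; detection used donor plus acceptor beads, 10 µg/mL apiece, read by AlphaScreen after 30 min at room temperature.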
# FBPA Giardia inh: Giardia lamblia aldolase inhibition. AID 2451. purified Giardia FBPA. A8B2U2. 290,000 compounds, 0.71% hits. Potency, µM (top dose mostly 59.6 µM), for the others: at the highest dose activity, negative = inhibition, hits mostly inhibitors; further: potency means the concentration at half of the fitted maximal effect; nearly all actives have a fitted effect of over 55% in size
# Target sequence (A8B2U2 whole entry, looked up): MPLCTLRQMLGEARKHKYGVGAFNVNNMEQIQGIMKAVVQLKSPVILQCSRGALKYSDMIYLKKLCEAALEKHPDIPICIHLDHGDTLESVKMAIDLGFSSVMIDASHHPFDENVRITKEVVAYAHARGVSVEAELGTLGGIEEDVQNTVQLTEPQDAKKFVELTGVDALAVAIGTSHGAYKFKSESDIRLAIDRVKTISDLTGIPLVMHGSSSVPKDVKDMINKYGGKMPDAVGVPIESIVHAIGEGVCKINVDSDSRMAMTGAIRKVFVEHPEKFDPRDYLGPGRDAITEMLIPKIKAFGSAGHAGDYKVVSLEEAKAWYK
#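 Giardia FBPA (40 nM reagent) was preincubated 10 min at RT with compound (up to 57.5 uM final), then substrate plus GAPDH/TPI/NAD/arsenate coupling system with diaphorase/resazurin was added; resorufin fluorescence (525/598 nm) was read after 20 min.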
# HCMV antiviral: inhibitors of human cytomegalovirus | HFF cells, HCMV-luciferase reporter, 72 h; active compounds read low | activity change, negative = inhibition, % at 57.5 µM | 410,000 compounds, 4.5% hits | AID 1259415; in the data active means activity change below about -60%; inconclusive means no clear call, values can overlap the other calls; inactive means above about -39%
#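 HFF cells seeded 16 h at 37C, treated with compounds, infected with luciferase-reporter HCMV at MOI 1 PFU/cell; luciferase read at 72 h post infection, normalized to buffer-only and Salinomycin controls.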
# AmpC inh detg: AmpC beta-lactamase inhibition with detergent present | AmpC hydrolysis of nitrocefin, absorbance 480 nm, 0.01% Triton | 370,000 compounds, 0.041% hits | Potency, µM (series often up to 114 µM), without a hit: top-dose activity change, negative = inhibition, most hits filed as inhibitors;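 further: potency means the concentration at half of the fitted maximal effect; 0% = no-compound wells and -100% = no-enzyme wells; nearly all actives have a fitted effect of over 25% in size; some results filed as inactive show a strong effect at the top dose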
#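 20 mM phosphate pH 7.0 + 0.01% (detergent screen) or 0.0001% Triton X-100; 5.3 nM AmpC reagent; cpd preinc 15 min RT; nitrocefin (800 uM stock) to start; A480 q20 s × 4 min; Activity was normalised to no-enzyme and no-compound control wells.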
# Sm TGR block: inhibitors of Schistosoma mansoni thioredoxin glutathione reductase. Q962Y6. purified TGR, DTNB reduction, TNB absorbance 405 nm. Potency, µM (series often up to 114 µM), inactives show at the top dose activity change, negative = inhibition, hits mostly inhibitors. 360,000 compounds, 3% hits. AID 485364; further: potency means the concentration at half of the fitted maximal effect; nearly all actives have a fitted effect of over 60% in size
#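 TGR 20 nM + NADPH 100 uM (dispensed conc.), cpd preinc 15 min RT; start with NADPH (500 uM addition) then DTNB (15 mM addition). Kinetic TNB absorbance, 405 nm filter. Four-parameter Hill fit across titration.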
# The depositor's hits bear a star; ? = inconclusive; . = not tested or not shown; [ ] = another dose, or the depositor's remark. Unless noted, the call rests on the fitted dose curve; in most records, active means well fitted curve in the direction sought with a large enough effect; inconclusive means small, poorly fitted or top-dose-only effect, or another doubt; inactive means no such curve, though single readings can be large; an effect the other way counts as inactive or inconclusive. Unless noted, on the % scale 0 is the no-effect control and ±100 the full control effect.
SMILES,AmpC no deterg,AMA1-RON2 inh,FBPA Giardia inh,HCMV antiviral,AmpC inh detg,Sm TGR block
Cc1ccnc2nc(C(=O)OCCOc3ccc(F)cc3)nn12,0%,12%,3%,?,3%,-1%
O=S(=O)(c1ccc(Br)c2nsnc12)N1CCOCC1,-8%,2%,-6%,-32,?,3%
Cc1cc(C(=O)NNc2ccc(C)c(C)c2)no1,-31%,-18%,-4%,45,3%,50µM*
CCN(CC(=O)Nc1ccc(NC(C)=O)cc1)C(=O)/C=C/c1cn(-c2ccccc2)nc1-c1ccc(F)cc1,-38%,5%,.,-3,-16%,6%
C/C(Cl)=C/CSc1nc2c(c(=O)[nH]c(=O)n2C)n1C(C)C,2%,0%,0%,6,-13%,-1%
CCOC(=O)c1ccc(NC(=O)c2csc3c2CCCCC3)cc1,.,.,.,26,-4%,16%
O=C(NC(=S)NC(CO)c1ccccc1)c1ccc(F)cc1 (centres undefined),-12%,23%,-10%,-15,2%,0%
COc1cccc(CNC(=O)[C@H](C)NC(=O)C2CCN(S(=O)(=O)c3ccccc3)CC2)c1,-7%,1%,-14%,-31,-14%,0%
O=C(COc1ccc(Cl)cc1)N1CCN(Cc2ccc([N+](=O)[O-])cc2)CC1,93%[activator],33%[activator],22µM*,?,-15%,-3%
O=C(c1cccs1)n1nc(NCc2ccccc2)nc1NCc1ccccc1,-56%,-25%,0%,59,-9%,-1%
Fc1cccc(NCc2ccccc2-c2nnc(-c3ccccc3Cl)o2)c1,.,.,.,69,1%,5%
Cc1ccc(Cl)cc1NC(=O)CSc1ccc(C(=O)O)cn1,.,.,.,3,11%,5%
CCN(CC)C(=O)c1[nH]cnc1C(=O)Nc1ccccc1,-1%,-5%,.,12,8%,-29%
COCCCN1C(=O)c2ccc(C(=O)Nc3ccc(C)cc3C)cc2C1=O,-8%,6%,0%,-92*,-6%,-22%
Cc1ccccc1CS(=O)(=O)CC1Nc2ccc(C(=O)NCc3ccc(Cl)cc3)cc2NC1=O (centres undefined),.,.,.,2,-1%,-2%
C[C@H](NC(=O)c1nc[nH]c1C(=O)N1CCNCC1)C(=O)OCc1ccccc1,-17%,15%,.,-10,1%,-1%
CCCCC(=O)Oc1ccc2oc(-c3ccc(OC)cc3)cc(=O)c2c1,.,.,.,108,6%,6%
Cc1noc(-c2ccc(Cl)cc2)c1C(=O)O/N=C(\N)c1ccc(C(C)(C)C)cc1,-42%,2%,-4%,-100*,5%,10%
CCOc1cc(C(=O)OCC(=O)Nc2cccc(C)c2)ccc1OCC(=O)N1CCOCC1,20%,-5%,6%,-3,-1%,-16%
CCOC(=O)C1CCN(CC(=O)c2c(C)[nH]c3ccccc23)CC1,-16%,7%,0%,23,3%,35µM*
O=C(O)c1cccc(NC(=O)c2ccccc2NC(=O)c2cccc([N+](=O)[O-])c2)c1,-35%,8%,1%,-10,-8%,13%
C=CCn1nnnc1SCC(=O)Nc1ccc(OC)cc1,-34%,-9%,.,-3,?,-2%
CCOC(=O)N1CCC(NC(=O)Cn2ncc3ccccc32)CC1,-2%,-3%,2%,11,-5%,0%
CC(C)CN(C(=O)CN1CCN(c2ccc(F)cc2)CC1)c1c(N)n(CC(C)C)c(=O)[nH]c1=O,-23%,-2%,6%,-32,-15%,-14%
O=C(COC(=O)c1cccnc1)c1ccc(Cl)cc1,0%,-2%,12%,47,1%,6%
COc1ccc(OC)c(CNc2nc3ccccc3n2CCN2CCCCC2)c1,21%,-7%,3%,-30,4%,0%
O=C(Nc1ccnn1C1CCN(Cc2ccccc2)CC1)C1CCCC1,24%,-1%,0%,50,0%,6%
O=C(Nc1ccccc1)c1ccccc1N=Cc1ccccc1O,-35%,10%,-13%,-24,-6%,-6%
CC(=O)Oc1cccc(/C=C2\C=C(c3ccc(C)cc3)OC2=O)c1,-20%,23%,2%,-10,1%,.
CCC(=O)NC(=S)Nc1ccc(NC(=O)COc2ccccc2)cc1,-17%,2%,5%,-35,6%,-8%

# Nothing new here: an excerpt of the list.
SMILES,AmpC no deterg,AMA1-RON2 inh,FBPA Giardia inh,HCMV antiviral,AmpC inh detg,Sm TGR block
COCCCN1C(=O)c2ccc(C(=O)Nc3ccc(C)cc3C)cc2C1=O,-8%,6%,0%,-92*,-6%,-22%
Cc1ccccc1CS(=O)(=O)CC1Nc2ccc(C(=O)NCc3ccc(Cl)cc3)cc2NC1=O (centres undefined),.,.,.,2,-1%,-2%
C[C@H](NC(=O)c1nc[nH]c1C(=O)N1CCNCC1)C(=O)OCc1ccccc1,-17%,15%,.,-10,1%,-1%
CCCCC(=O)Oc1ccc2oc(-c3ccc(OC)cc3)cc(=O)c2c1,.,.,.,108,6%,6%
Cc1noc(-c2ccc(Cl)cc2)c1C(=O)O/N=C(\N)c1ccc(C(C)(C)C)cc1,-42%,2%,-4%,-100*,5%,10%
CCOc1cc(C(=O)OCC(=O)Nc2cccc(C)c2)ccc1OCC(=O)N1CCOCC1,20%,-5%,6%,-3,-1%,-16%
CCOC(=O)C1CCN(CC(=O)c2c(C)[nH]c3ccccc23)CC1,-16%,7%,0%,23,3%,35µM*
O=C(O)c1cccc(NC(=O)c2ccccc2NC(=O)c2cccc([N+](=O)[O-])c2)c1,-35%,8%,1%,-10,-8%,13%
C=CCn1nnnc1SCC(=O)Nc1ccc(OC)cc1,-34%,-9%,.,-3,?,-2%
CCOC(=O)N1CCC(NC(=O)Cn2ncc3ccccc32)CC1,-2%,-3%,2%,11,-5%,0%
CC(C)CN(C(=O)CN1CCN(c2ccc(F)cc2)CC1)c1c(N)n(CC(C)C)c(=O)[nH]c1=O,-23%,-2%,6%,-32,-15%,-14%
O=C(COC(=O)c1cccnc1)c1ccc(Cl)cc1,0%,-2%,12%,47,1%,6%
COc1ccc(OC)c(CNc2nc3ccccc3n2CCN2CCCCC2)c1,21%,-7%,3%,-30,4%,0%
O=C(Nc1ccnn1C1CCN(Cc2ccccc2)CC1)C1CCCC1,24%,-1%,0%,50,0%,6%
O=C(Nc1ccccc1)c1ccccc1N=Cc1ccccc1O,-35%,10%,-13%,-24,-6%,-6%
CC(=O)Oc1cccc(/C=C2\C=C(c3ccc(C)cc3)OC2=O)c1,-20%,23%,2%,-10,1%,.
CCC(=O)NC(=S)Nc1ccc(NC(=O)COc2ccccc2)cc1,-17%,2%,5%,-35,6%,-8%

# Looked up above.
# Reading of O=C(O)c1cccc(NC(=O)c2ccccc2NC(=O)c2cccc([N+](=O)[O-])c2)c1 under HCMV antiviral: -10
# Reading of C[C@H](NC(=O)c1nc[nH]c1C(=O)N1CCNCC1)C(=O)OCc1ccccc1 under AmpC no deterg: -17%

# The list goes on:
SMILES,AmpC no deterg,AMA1-RON2 inh,FBPA Giardia inh,HCMV antiviral,AmpC inh detg,Sm TGR block
O=C(CCN1CCN(c2ccccc2)CC1)Nc1ccc2c(c1)OCO2,-10%,-24%,5%,6,-3%,-4%
COc1ccc(C)cc1NC(=O)C1CCCN(S(=O)(=O)c2ccc(-n3cnnn3)cc2)C1 (centres undefined),2%,20%,.,-6,2%,-5%
Cc1cc(NC(=O)COc2coc(CN3CCN(c4ccccc4)CC3)cc2=O)no1,-13%,-7%,.,-2,0%,-1%
CCN1CCN(CCNC(=O)c2cc(Cl)c(NC(=O)C3=C(C)OCCS3)cc2OC)CC1,-2%,-3%,11%,?,-13%,-16%
COc1ccc(C2Nc3cccc4cccc(c34)N2)cc1,-18%,-11%,-21%,11,3%,.
CNC(=O)Oc1ccc(-c2cn3cc(C)ccc3n2)cc1,-34%,9%,-32%,-24,?,-3%
Cc1cc(C)c(/C=C/c2onc(C)c2S(=O)(=O)N2CCC(C(=O)Nc3ccc(Cl)c(C(F)(F)F)c3)CC2)c(C)c1,.,.,.,-97*,-5%,-2%
O=C1NC2(CCC3(CC2)OCCO3)NN1c1ccc(Cl)cc1,-1%,-3%,5%,-35,3%,7%
Cc1cccc(NC(=O)C2CCN(S(=O)(=O)c3ccc4c(c3)CCCC(=O)N4)CC2)c1,.,.,.,15,14%,12%
O=C(O)Cn1nnc(-c2ccc(OCc3ccccc3Cl)cc2)n1,-23%,-5%,16%,30,-8%,-2%
CC(=O)Nc1ccc2c(c1)OCCOCCOc1cc(NC(C)=O)ccc1OCCO2,3%,4%,?,-10,6%,-5%
CCOC(=O)c1sc(C)c2c(=O)n(Cc3ccc(Cl)cc3)cnc12,-16%,-28%,2%,89,-10%,-2%
COc1ccc(NC(=O)c2cc(S(=O)(=O)N(C)C)ccc2N2CCCC2)cc1Cl,19%,-5%,14%,-4,-14%,2%
COc1ccc(-c2nnc3c4ccccc4c(-c4ccccc4)nn23)cc1,.,.,.,-3,22%,1%
Cc1ccc(C2=NC(c3ccccc3)=Nc3ccc(Cl)cc3N2)cc1,.,.,.,-4,21%,0%
Cc1ccc(NC(=O)Cn2c(=O)n(Cc3ccccc3)c(=O)c3c(C)c(C)sc32)c(C)c1,.,.,.,-32,15%,1%
CCN(C(=O)CSc1nnnn1-c1ccc(Cl)cc1)C1CCS(=O)(=O)C1 (centres undefined),0%,0%,.,41,.,.
C=CCNc1oc(-c2ccc(OCC)cc2)nc1C#N,?,-6%,-5%,-18,-1%,-15%
N#CCc1nn(-c2ccccc2)c(N)c1C#N,-7%,16%,-1%,44,5%,-11%
Cc1nn(-c2ccccc2)c(Cl)c1CN(C(=O)CCl)c1cccc2ccccc12,47%,-3%,-6%,-99*,-9%,?
COc1ccc(/C=C(\NC(=O)c2ccc(C)cc2)C(=O)NCC2CCCO2)cc1 (centres undefined),-7%,-2%,3%,-11,1%,8%
Cc1ccccc1C(=O)Nc1nnc(S(=O)(=O)N(C)Cc2ccco2)s1,-31%,-3%,-24%,18,-8%,3.2µM*
CCSc1nnc(-c2cccc(S(=O)(=O)N(CC)CC)c2)n1Cc1ccccc1,147%[activator],17%,1%,-39,-14%,-2%
CC1Oc2ccccc2C=C1/C=N/NC(=O)c1ccncc1 (centres undefined),-20%,6%,-2%,-8,0%,11%
Cc1ccc(N2CC(C(=O)NCc3ccc(C)n3C)CC2=O)cc1 (centres undefined),164%[activator],6%,?,-27,3%,40µM*
O=C(c1cccnc1)N1CCN(S(=O)(=O)c2ccc(F)cc2)CC1,5%,1%,7%,-31,-3%,3%
O=C(Nc1nccs1)c1sc2cc(Cl)ccc2c1Cl,-18%,5%,5%,93,-4%,3%
CCc1ccc(CNC(=O)Cn2nc(-c3ccccc3)ccc2=O)cc1,41%,1%,1%,42,?,-4%
Cc1c(Cl)cccc1NC(=O)Cn1nc(C)n2cccc2c1=O,7%,36%[activator],6%,-29,-3%,-13%
O=C(NCc1ccccc1Cl)c1ccc2c(=O)n(CC3CCCO3)c(=S)[nH]c2c1 (centres undefined),?,43%[activator],6%,3,-1%,6%

# An unsorted share of the library. About 7.8% of those tested had a hit in this group.
